# Apaf1 inhib: human Apaf-1 inhibition. reconstituted apoptosome caspase-3 activity, DEVD-Rh110 fluorescence. inhibition, % at 20 µM. AID 489030. 330,000 tested, 0.71% active. O14727; active means inhibition of at least 40% at 20 µM;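 further: plate controls were DMSO wells for no effect and DEVD-CHO caspase inhibitor wells for full effect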
# Target sequence (O14727 whole entry, looked up): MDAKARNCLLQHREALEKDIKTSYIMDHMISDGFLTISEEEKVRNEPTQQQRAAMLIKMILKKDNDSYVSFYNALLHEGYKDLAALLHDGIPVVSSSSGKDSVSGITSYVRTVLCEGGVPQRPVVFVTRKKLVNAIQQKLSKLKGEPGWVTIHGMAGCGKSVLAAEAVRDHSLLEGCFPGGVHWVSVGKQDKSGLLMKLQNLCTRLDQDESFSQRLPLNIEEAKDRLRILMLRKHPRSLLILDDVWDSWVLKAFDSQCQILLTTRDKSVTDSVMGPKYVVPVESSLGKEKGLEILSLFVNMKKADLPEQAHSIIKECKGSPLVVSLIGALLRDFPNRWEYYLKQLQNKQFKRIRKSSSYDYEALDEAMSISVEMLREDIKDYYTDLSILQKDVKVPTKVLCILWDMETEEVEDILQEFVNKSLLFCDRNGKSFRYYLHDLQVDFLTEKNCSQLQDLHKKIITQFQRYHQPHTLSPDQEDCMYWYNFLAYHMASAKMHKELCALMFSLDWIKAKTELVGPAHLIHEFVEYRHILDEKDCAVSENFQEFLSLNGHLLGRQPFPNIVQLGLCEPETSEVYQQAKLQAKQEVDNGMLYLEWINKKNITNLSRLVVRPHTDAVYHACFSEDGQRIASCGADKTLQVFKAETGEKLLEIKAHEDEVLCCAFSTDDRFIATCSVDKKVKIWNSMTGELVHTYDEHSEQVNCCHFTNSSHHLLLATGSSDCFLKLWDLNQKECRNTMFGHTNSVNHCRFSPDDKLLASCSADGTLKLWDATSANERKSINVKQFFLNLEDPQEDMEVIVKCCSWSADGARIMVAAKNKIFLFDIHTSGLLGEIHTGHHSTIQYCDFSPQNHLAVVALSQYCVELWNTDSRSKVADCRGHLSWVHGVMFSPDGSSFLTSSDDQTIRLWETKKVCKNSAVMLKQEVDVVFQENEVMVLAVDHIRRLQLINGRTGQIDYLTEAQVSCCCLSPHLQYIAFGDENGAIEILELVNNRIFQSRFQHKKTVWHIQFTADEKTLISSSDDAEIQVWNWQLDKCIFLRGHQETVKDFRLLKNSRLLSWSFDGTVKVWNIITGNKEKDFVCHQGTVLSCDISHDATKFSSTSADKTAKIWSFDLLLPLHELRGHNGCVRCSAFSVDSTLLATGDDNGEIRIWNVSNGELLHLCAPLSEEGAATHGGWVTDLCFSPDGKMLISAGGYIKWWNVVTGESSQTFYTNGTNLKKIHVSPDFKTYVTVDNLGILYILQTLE
#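 Material: reconstituted apoptosome with Apaf-1, cytochrome c, caspase-9, procaspase-3, dATP / Buffer or medium: pH 7.5 Hepes buffer with CHAPS, BSA, DTT / Also added: cytochrome c with DEVD-Rh110 / Schedule: compound with Apaf-1, dATP, procaspase-3 30 min, then 50 min reaction, room temperature / Technique: rhodamine 110 fluorescence at Ex 480/Em 540 nm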
# SENP8 block: SENP8 protease inhibition; inhibition, % at 10 µM; Q96LD8; 330,000 tested, 1.2% active; AID 2540; purified SENP8, Z-RLRGG-aminoluciferin cleavage, luminescence
# Gli-Sufu block: blocks Gli-Sufu signaling in a luciferase reporter; Sufu-KO-LIGHT fibroblasts, Gli luciferase reporter luminescence; inhibition, % at 5 µM; 340,000 tested, 0.74% active;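 active means inhibition above about 55%, limit read from the data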;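 further: 0% = DMSO-treated cells and 100% = wells with medium but no cells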
# UBC13 inh: inhibitors of human UBC13 polyubiquitin chain formation. P61088. TR-FRET. inhibition, % at 20 µM. 330,000 tested, 0.47% active; in the data active means inhibition above about 45%, passing the limit was not always enough
# EBI2 block: EBI2 (human) antagonism; P32249; EBI2 beta-arrestin recruitment, luminescence, 7a,25-OHC stimulated; inhibition, % at 5 µM; 360,000 tested, 0.81% active; AID 651636; in the data active means inhibition above about 38%;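 further: enzyme fragment complementation signal reports receptor beta-arrestin coupling in cells; 0% = agonist plus DMSO wells and 100% = wells without agonist; some results beyond the cut were filed as inactive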
# CCR6 antag: CCR6 (human) receptor antagonism; 340,000 tested, 0.49% active; inhibition, % at 20 µM; P51684; CHO-K1 CCR6 PathHunter beta-arrestin, luminescence, CCL20-stimulated;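 active means compounds whose inhibition of the agonist-driven luminescence signal at 20 µM reaches about 50%, limit read from the data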;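 further: cells stimulated with CCL20 at 14 nM final; plate controls were DMSO with CCL20 for no effect and DMSO without agonist for full effect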
# 697 NFkB inh: inhibitors of the PMA/ionomycin-induced NF-kB reporter in 697 B cells. 697 B-cell NF-kB luciferase reporter, 16 h. inhibition, % at 4 µM. 330,000 tested, 0.33% active. AID 435022; in the data active means inhibition above about 35%
# Jurkat NFkB inh: inhibitors of the PMA/ionomycin-induced NF-kB reporter in Jurkat cells; 330,000 tested, 0.53% active; inhibition, % at 4 µM; PMA/ionomycin-induced NF-kB luciferase reporter, luminescence
# * marks the source's active call; other numbers are inactive results; x = no result given. Unless noted, no stated cut-off is given here; in the data, active means inhibition above about 50%; inactive means the rest.
SMILES,Apaf1 inhib,SENP8 block,Gli-Sufu block,UBC13 inh,EBI2 block,CCR6 antag,697 NFkB inh,Jurkat NFkB inh
COc1ccc([C@@H]2COc3c(ccc4c3C=CC(C)(C)O4)C2)c(OC)c1,10,-5,-1,-8,7,7,-7,-4
CC(=O)Nc1nc(-c2ccc(Br)s2)cs1,9,-13,-20,-6,4,2,-35,-56
COc1ccc(S(=O)(=O)N2CCC(C(=O)NCC3CCCO3)CC2)cc1C (stereo not given),-21,-7,2,6,-9,-8,23,17
CCCCN(C(=O)Nc1ccccc1)C1CCS(=O)(=O)C1 (stereo not given),-7,-2,2,5,-13,1,13,1
C/C(=N\NC(=O)CNC(=O)c1ccc(F)cc1)c1ccco1,19,-4,2,-15,-6,11,-17,-3
CN1CCC(N(C)C(=O)c2ccc(Cl)c(S(=O)(=O)N3CCc4ccccc43)c2)CC1,5,-1,11,16,4,5,-26,-5
COC(=O)C1C(=O)C2=C(CC1C)Nc1ccccc1NC2c1ccc(C)s1 (stereo not given),3,-9,-2,-11,-8,1,-23,-11
COC(=O)C1=C(CS(=O)(=O)c2ccc(Cl)cc2)NC(=O)NC1c1ccc(O)c(OC)c1 (stereo not given),-4,8,1,3,-5,3,3,6
CC1CCN(CC(O)COC2CC(C)CCC2C(C)C)CC1 (stereo not given),3,0,44,13,1,2,-6,5
CCN(CC)S(=O)(=O)c1ccc2oc(C(=O)NC(C)C)c(C)c2c1,9,-9,1,-3,1,-3,-23,-13
Cc1nc(C(=O)N/N=C/c2[nH]ncc2Br)cs1,-5,-19,-9,1,-6,-9,-23,-18
Cc1cc(C)c(S(=O)(=O)NCCCN2CCOCC2)cc1Br,-4,5,4,0,0,6,-19,-17
COC(=O)c1cc2c(cc1Cl)N1CCCCCC1=NS2(=O)=O,-18,-3,-4,17,-4,-9,1,1
O=C(NC(=S)Nc1ccc(S(=O)(=O)N2CCCCC2)cc1)c1ccc(Cl)cc1,17,-7,11,-8,24,37,-34,9
COc1ccc(OC)c(NC(=O)COC(=O)CSc2ccc(Cl)cc2)c1,2,-1,2,9,-5,7,0,5
c1ccc(OCCOCCN2CCN(C(c3ccccc3)c3ccccc3)CC2)cc1,12,-1,x,28,14,13,-31,4
N#Cc1cccc(NC(=O)NCCc2c[nH]c3ccccc23)c1,7,-17,6,1,8,7,-20,-8
Cc1ccc(CN2CC(C(=O)N3CCN(c4ccccc4O)CC3)CC2=O)cc1 (stereo not given),21,-9,1,2,6,13,-12,4
COc1cc(NC(=O)CSc2nc3c(C)ccc(C)c3cc2C)c(C(=O)O)cc1OC,7,-6,-8,-12,-13,0,-12,-10
O=C(CSc1ccc(-c2ccccc2)nn1)NCC1CCCO1 (stereo not given),3,-6,-1,-19,-5,1,-53,-19
CCOC(=O)c1c(NC(=O)CN2C(=O)NC3(CCC(CC)CC3)C2=O)sc(C)c1-c1ccc(C)cc1 (stereo not given),11,-1,8,18,-4,4,-8,-11
CNC(=S)Nc1cc(C(=O)N2CCCC2)ccc1N1CCCC1,-5,-3,-11,-8,-2,5,13,-3
CC(=O)Nc1ccc(C(C#N)c2ccccc2)cc1 (stereo not given),1,-14,-3,2,-8,-18,9,11
CCOc1ccc(N(CC(=O)NN=C2CCN(C)CC2)S(=O)(=O)c2ccc(Br)cc2)cc1,9,-1,-2,0,3,-4,2,-16
COc1ccccc1CNC(=O)c1cc(C)nc2ccccc12,-3,-1,-7,-4,-1,8,-23,-37
# Later entries.
SMILES,Apaf1 inhib,SENP8 block,Gli-Sufu block,UBC13 inh,EBI2 block,CCR6 antag,697 NFkB inh,Jurkat NFkB inh
O=C(C1CCCN(Cc2ccccc2[N+](=O)[O-])C1)N1CCCCC1 (stereo not given),-4,1,0,5,-4,4,5,-13
O=C(NCc1ccco1)/C(=C/c1ccco1)NC(=O)c1ccc(Br)o1,9,-7,-10,-21,-1,6,-64,0
Cc1cccc(Cn2cccc2/C=C2/C(=N)N3C=CSC3=NC2=O)c1,3,-4,4,9,4,22,-19,2
CC(=O)Oc1ccc(/C=C2/CCc3ccccc3C2=O)cc1,19,95*,41,-6,-3,7,-140,-111
Brc1cc(/C=N/n2cnnc2)oc1Br,-9,0,4,-5,12,8,-2,2
COc1ccc([C@H]2CC(=O)C=C(c3cccc4c3Oc3ccccc3S4)C2)cc1OC,16,-1,5,21,8,8,-8,2
Cc1ccccc1C(=O)N1CCN(C(c2ccccc2)c2ccccc2)CC1,5,-4,7,-5,11,-1,-51,-16
CCn1c(SCC(=O)N2CCCc3ccccc32)nc2c1c(=O)n(C)c(=O)n2C,-10,0,10,0,-2,-10,17,1
Cc1ccc2c(c1)NC(C(C)(C)C)CO2 (stereo not given),-10,-4,2,0,-9,1,17,-1
COCCNS(=O)(=O)c1ccc(C)c(C)c1C,2,-13,-2,-8,-7,9,-12,5
CC(/C=N/O)Cc1ccc2c(c1)OCO2 (stereo not given),6,-8,-5,3,-16,6,19,-1
CCCCn1c(N)c(N(CCOC)C(=O)COC(=O)COc2ccc(CC)cc2)c(=O)[nH]c1=O,1,-11,-1,4,3,1,24,13
COc1cc(C(=O)OCC(=O)N2CCCCCC2)c([N+](=O)[O-])cc1OC,-3,0,2,8,5,0,6,3
CCOc1nc(C)ccc1-c1noc(C)n1,0,1,-4,7,-6,-8,13,-8
Cc1cc(=O)n2c(nc3ccccc32)[nH]1,-1,-2,-1,0,-2,14,6,-5
COc1ccccc1NC(=O)Cc1csc(NC(=S)Nc2ccccc2)n1,7,17,2,17,7,27,-8,5
COc1ccccc1-c1nnc(SC(C)C(=O)O)n1-c1ccccc1 (stereo not given),-6,7,0,1,8,-2,6,5
O=C(NN1C(=O)C2C3C=CC(O3)C2C1=O)c1ccccc1 (stereo not given),2,-1,-3,-1,-2,12,3,-2
CC(=O)N1CCN(c2ccc(NC(=O)c3ccco3)cc2)CC1,8,-11,-16,-2,-7,7,-29,-44
Nc1ccc(Br)cc1C(=O)O,-3,8,5,-4,-3,-6,6,10
Cc1ccc(C)c(S(=O)(=O)N2C(=S)NC(=O)C2CC(C)C)c1 (stereo not given),1,5,2,-11,-3,12,4,-6
Cc1ccc2[nH]c(=O)c(CN(CC3CCCO3)S(=O)(=O)c3c(C)ccc4nsnc34)cc2c1 (stereo not given),0,5,-2,-3,0,-19,13,-2
CCOc1ccc(-c2ccc(SCC(=O)N3CCOCC3)nn2)cc1,-11,2,38,1,-4,-1,-15,-9
CC(=O)c1ccc(CC2SC(N)=NC2=O)cc1 (stereo not given),3,-6,3,-11,-8,2,-37,-11
CCOC(=O)c1c(C)[nH]c2c1cc(O)c1ccccc12,4,-12,6,-27,1,-3,-16,-32
# (continued)
SMILES,Apaf1 inhib,SENP8 block,Gli-Sufu block,UBC13 inh,EBI2 block,CCR6 antag,697 NFkB inh,Jurkat NFkB inh
CSCC(=O)N1CCC(n2nccc2NC(=O)CCCc2ccccc2)CC1,-4,7,-6,0,-5,13,3,-17
COc1ccc(OC)c(C2CC(=O)N3CN(c4cccc(Cl)c4C)CSC3=C2C#N)c1 (stereo not given),17,1,4,-24,9,3,14,1
O=C(Nc1cccc2ccccc12)/C(=C/c1ccc([N+](=O)[O-])cc1)NC(=O)c1ccccc1,13,-3,14,-14,17,1,-21,-9
COc1ccc(S(=O)(=O)N2CCC(C(=O)N(C)Cc3ccc(C)o3)CC2)cc1OC,-7,6,-10,7,-19,11,4,12
Cc1ccc(C(=O)Nc2ccc(Cl)cc2C)c(Cl)c1,1,-1,x,7,7,6,-90,-153
CN(C)/C=C/C(=O)c1ccc(Cl)cc1Cl,-1,3,-8,2,-9,4,8,0
CS(=O)(=O)c1ccccc1C(=O)Nc1ccccc1Cc1ccccc1,10,-2,-17,-6,-19,0,-23,-14
Cc1cc2nc(N)sc2cc1C,10,65*,3,2,1,-2,-58,-76
Cc1cc(C)cc(OCc2nc(-c3cccnc3)no2)c1,4,-5,-17,6,2,0,1,-11
CCOc1ccc(Cl)cc1C(c1c(C)[nH][nH]c1=O)c1c(C)[nH][nH]c1=O,-2,-1,7,-7,-7,10,-7,1
Cc1ccc(-c2cc(C(F)F)n3ncc(C(=O)Nc4c(C)nn(Cc5c(Cl)cccc5Cl)c4C)c3n2)cc1,17,1,6,-22,21,5,-59,-2
O=C(O)CCCCCCC1C(=O)NC(=O)N1CCC(O)C1CCCCC1 (stereo not given),-7,4,7,4,-4,-5,-7,-8
N#Cc1ccc(CN2CCN(C(=O)CC(NC(=O)c3ccccc3)c3ccccc3)CC2)cc1 (stereo not given),13,6,-12,2,17,5,-10,-5
C=C(C)c1cccc(C(C)(C)NC(=O)Nc2nnc(C(C)C)s2)c1,8,-2,5,-5,17,5,-3,-2
Cc1ccc(NC(=O)COC(=O)c2sccc2C)cc1S(=O)(=O)N1CCOCC1,-8,-1,4,8,-6,0,0,15
C=CCNC(=O)c1sc(SC)cc1-c1ccc(Cl)cc1,13,-4,0,5,26,9,5,4
Cc1ccnc(NC(=O)CCS(=O)(=O)c2ccccc2)c1,-6,-3,19,2,-11,4,9,15
O=C(CSc1nnc(NCc2ccccc2)s1)N1CCOCC1,5,-10,4,-11,3,5,-70,35
Cc1ccc(NC(=O)C(=O)Nc2ccc(C)cn2)nc1,-23,6,-53,10,-1,2,-50,-8
NC(N)=NC1=NC(=O)C(Cc2ccccc2)S1 (stereo not given),1,-3,5,-10,-2,14,5,-7
CCNC(=O)COC(=O)C1CCN(S(=O)(=O)c2ccc3c(c2)OCCO3)CC1,0,-8,-6,-5,2,11,2,2
Cc1cc(NC(=O)COC(=O)COc2ccc(Cl)cc2C)c([N+](=O)[O-])cc1C,14,-1,-7,5,-2,4,20,-2
Cc1cc(N2CCN(c3nc(-c4ccccc4)cs3)CC2)c2ccccc2n1,13,7,19,0,55*,7,5,4
CC1CCN(Cc2c(C(=O)N/N=C/c3cc(Br)ccc3O)nnn2-c2nonc2N)CC1,11,3,86*,-7,-3,41,-29,37
CCCc1cc(=O)[nH]c2nnc(SCC(=O)NCc3ccc4c(c3)OCO4)n12,0,18,-10,2,4,7,19,0

# Among those listed so far, 4 contain a cyano group:
SMILES,Apaf1 inhib,SENP8 block,Gli-Sufu block,UBC13 inh,EBI2 block,CCR6 antag,697 NFkB inh,Jurkat NFkB inh
N#Cc1cccc(NC(=O)NCCc2c[nH]c3ccccc23)c1,7,-17,6,1,8,7,-20,-8
CC(=O)Nc1ccc(C(C#N)c2ccccc2)cc1 (stereo not given),1,-14,-3,2,-8,-18,9,11
COc1ccc(OC)c(C2CC(=O)N3CN(c4cccc(Cl)c4C)CSC3=C2C#N)c1 (stereo not given),17,1,4,-24,9,3,14,1
N#Cc1ccc(CN2CCN(C(=O)CC(NC(=O)c3ccccc3)c3ccccc3)CC2)cc1 (stereo not given),13,6,-12,2,17,5,-10,-5

# (listing goes on)
SMILES,Apaf1 inhib,SENP8 block,Gli-Sufu block,UBC13 inh,EBI2 block,CCR6 antag,697 NFkB inh,Jurkat NFkB inh
CCOC(=O)N1CCN(C(=O)Cc2cccc3ccccc23)CC1,0,-5,2,-13,-5,15,-6,-11
O=C(Nc1cccc([N+](=O)[O-])c1)c1ccc2c(c1)OCO2,8,59*,-40,4,-10,16,-49,-31
O=C(C1=C(O)C(=O)N(c2nc3ccc(Cl)cc3s2)C1c1ccco1)c1ccco1 (stereo not given),21,11,x,-18,7,15,-127,-37
CC(C)Cn1c(SC(C)C(=O)Nc2ccc(N3CCOCC3)cc2)nc2ccccc21 (stereo not given),11,11,-3,-3,7,12,-34,-9
O=C(NCCc1cccc(Cl)c1)c1cccnc1,-1,-10,-31,-2,5,7,-63,-50
CC1(C)CC(=O)C2=C(C1)OC(N)=C([N+](=O)[O-])C2c1ccc(C#N)s1 (stereo not given),3,-1,-7,1,-10,24,20,0

# Ordered by value in Jurkat NFkB inh (rising): five of the compounds above.
smiles	Jurkat NFkB inh
O=C(NCCc1cccc(Cl)c1)c1cccnc1	-50
O=C(Nc1cccc([N+](=O)[O-])c1)c1ccc2c(c1)OCO2	-31
CCOC(=O)N1CCN(C(=O)Cc2cccc3ccccc23)CC1	-11
CC(C)Cn1c(SC(C)C(=O)Nc2ccc(N3CCOCC3)cc2)nc2ccccc21 (stereo not given)	-9
CC1(C)CC(=O)C2=C(C1)OC(N)=C([N+](=O)[O-])C2c1ccc(C#N)s1 (stereo not given)	0

# Screens: PubChem, Sanford-Burnham Center for Chemical Genomics

# The list is partial; the hit share may differ from the screen's.
